Assay outcomes deposited in PubChem by several laboratories.
V-ATPase pH = alters yeast V-ATPase proton transport. S. cerevisiae, pHLuorin cytosolic pH fluorescence. response, % at 10 µM. 0.37% of 350,000 active. AID 504577; in the data active = response mostly above about 7.3%, no sharp cut-off; inactive = mostly below about 5.4%; also: actives read high; inactives centre near 0; some compounds called inactive have numbers as strong as hits; reference of the scale not given here
DSG3 Ab inh = human desmoglein-3 autoantibody binding inhibition; 0.48% of 310,000 active; P32926; binding (percent of control), % at 10 µM; DSG3-coupled beads, scFv-anti-DSG3-GFP binding, flow cytometry; active compounds read low;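 active = binding more than 3 SD below its plate's average and above zero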;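 also: hits lower antibody fragment binding to DSG3; some compounds called inactive have numbers as strong as hits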
PKA-R2B activ = activators of human PKA-R2B complex; P22694+P31323; PKA-R2B holoenzyme dissociation, Cy5-IP20 fluorescence polarization; R2B truncated from residue 108, S112A mutant; 0% DMSO only, 100% 113 µM cGMP; AID 504700; activation, % at 11.4 µM; 0.079% of 340,000 active;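 active = activation above a cutoff set at the mean over all compounds plus 3 SD, cut at about 18% in these data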;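 also: higher means more holoenzyme dissociation and a rise in polarization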
OPRM1-OPRD1 inv = inverse agonist of human OPRM1-OPRD1 heterodimerization; P35372+P41143; cell-based MOR-DOR heterodimer luminescence, inverse agonism; 0.21% of 340,000 active; inhibition, % at 9.3 µM; in the data active = inhibition above about 22%, passing the limit was not always enough;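 also: 0% = cells with DMSO and 100% = wells without cells with DMSO; values of inactives mirror those of a sister screen read the other way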
OPRM1-OPRD1 ag = OPRM1-OPRD1 heterodimerization agonism. activation, % at 9.3 µM. 0.3% of 340,000 active. P35372+P41143. AID 504326. cells, luminescence; in the data active = activation above about 18%;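 also: 0% = vehicle-treated cells and 100% = reference agonist; values of inactives mirror those of a sister screen read the other way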
PKA-R1A activ = PKA-R1A complex activation; 0.083% of 340,000 active; PKA-R1A dissociation, Cy5-IP20 fluorescence polarization; scaled: DMSO 0%, 113 µM cGMP 100%; P00514+P68181; activation, % at 11.4 µM; AID 504707;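 active = percent activation above the mean of all tested compounds plus 3 SD, cut at about 19% in these data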;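 also: higher means more PKAc released from R1A so a rise in polarization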
HTR5A ag ctr = counter-screen for OPRM1-OPRD1 agonists: human HTR5A agonism | P47898 | activation, % at 9.3 µM | HTR5A agonist assay, luminescence, cell-based | 0.61% of 340,000 active; in the data active = activation mostly above about 9.5%, no sharp cut-off; inactive = mostly below about 7.6%;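 also: 0% = cells with vehicle only and 100% = reference agonist; strong numbers were not always called active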
Target sequence (P47898 whole entry, looked up): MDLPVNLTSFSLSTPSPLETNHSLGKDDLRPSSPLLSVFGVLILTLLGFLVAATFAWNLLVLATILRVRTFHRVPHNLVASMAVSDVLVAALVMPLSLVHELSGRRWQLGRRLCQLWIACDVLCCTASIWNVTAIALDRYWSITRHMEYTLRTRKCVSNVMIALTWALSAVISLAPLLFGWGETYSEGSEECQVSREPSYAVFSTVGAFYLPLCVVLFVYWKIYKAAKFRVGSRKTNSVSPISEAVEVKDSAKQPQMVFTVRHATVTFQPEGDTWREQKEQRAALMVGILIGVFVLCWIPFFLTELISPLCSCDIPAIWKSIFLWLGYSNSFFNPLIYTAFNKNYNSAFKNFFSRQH
DAGLB inhibitor = blocks human DAGLB lipase activity; Q8NCG7; HEK293T DAGLB membrane lysate, EnzChek fluorogenic substrate; inhibition, % at 5.17 µM; 0.059% of 340,000 active; AID 504411; in the data active = inhibition above about 34%;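 also: 0% = enzyme with vehicle and 100% = wells lacking enzyme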
Target sequence (Q8NCG7 whole entry, looked up): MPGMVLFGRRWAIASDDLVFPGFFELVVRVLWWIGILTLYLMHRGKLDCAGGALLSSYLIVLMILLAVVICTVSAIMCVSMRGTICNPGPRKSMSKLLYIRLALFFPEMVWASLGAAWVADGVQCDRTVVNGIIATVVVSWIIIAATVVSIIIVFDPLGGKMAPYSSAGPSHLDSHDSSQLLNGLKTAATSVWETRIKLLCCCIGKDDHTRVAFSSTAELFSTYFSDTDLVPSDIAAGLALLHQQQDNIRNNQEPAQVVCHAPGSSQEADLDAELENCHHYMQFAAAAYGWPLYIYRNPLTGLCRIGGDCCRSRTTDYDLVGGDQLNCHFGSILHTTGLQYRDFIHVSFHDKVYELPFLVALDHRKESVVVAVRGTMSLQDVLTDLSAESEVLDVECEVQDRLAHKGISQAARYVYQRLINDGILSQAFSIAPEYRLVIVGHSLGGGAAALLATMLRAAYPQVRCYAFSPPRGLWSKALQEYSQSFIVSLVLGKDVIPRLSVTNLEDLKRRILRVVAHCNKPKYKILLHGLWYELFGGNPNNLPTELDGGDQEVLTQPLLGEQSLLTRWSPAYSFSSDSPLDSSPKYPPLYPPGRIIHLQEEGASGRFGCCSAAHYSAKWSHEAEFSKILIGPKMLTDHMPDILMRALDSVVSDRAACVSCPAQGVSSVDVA
Arrestin-AP2 inh = human beta-arrestin and AP2 interaction inhibition | FITC-arrestin peptide / GST-AP2 beads, flow cytometry; AP2 beta2 appendage carries R879A mutation | inhibition, % at 10 µM | 0.31% of 340,000 active | AID 504490;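 active = inhibition above a set limit, near 3 SD of compounds lacking own fluorescence, cut at about 54% in these data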;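 also: plate controls were DMSO wells for no effect and 5 µM unlabelled arrestin peptide for full effect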
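System: GST-AP2 R879A glutathione beads | Also added: FITC-arrestin peptide, 50 nM | Times: 12 min plus 1 h, RT | Signal: Bead flow cytometry, FITC channel | Buffer or medium: PBS with 0.05% Tween 20 and 0.1% BSA | Read-out basis: Percent drop in bead-associated FITC signal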
HTR5A inv ag = HTR5A inverse agonism, opioid heterodimer counter-screen. P47898. HTR5A cell line, luminescence. inhibition, % at 9.3 µM. 0.083% of 340,000 active. AID 504634; in the data active = inhibition mostly above about 23%, no sharp cut-off; inactive = mostly below about 18%;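 also: 0% = cells with DMSO and 100% = no-cell wells with DMSO; some compounds called inactive have numbers as strong as hits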
* = called active by the depositor; . = not tested or not shown.

SMILES	V-ATPase pH	DSG3 Ab inh	PKA-R2B activ	OPRM1-OPRD1 inv	OPRM1-OPRD1 ag	PKA-R1A activ	HTR5A ag ctr	DAGLB inhibitor	Arrestin-AP2 inh	HTR5A inv ag
O=C(COc1ccccc1)N(Cc1nnc(-c2ccccc2Cl)o1)C1CC1	1	100	-8	10	-1.5	2	-4	1	1	-6
CCOc1ccc(CCNC(=O)Cn2nc(C)c3c(C)n(-c4ccccc4)nc3c2=O)cc1	-2	93	0	15	-3.0	-6	-2	-1	0	-10
CC(C)(c1ccccc1)c1ccc(OCc2ccc(C(=O)O)o2)cc1	1	96	-15	0	0.0	-6	6	5	-2	-15
COc1ccc(Nc2nccc(-c3ccc(C#N)cc3)n2)cc1	0	88	-10	-14	2.5	-7	5	2	-5	-21
CCCNC(=O)N1CCN(S(=O)(=O)c2ccc(C)cc2)CC1	-83	.	3	8	-1.4	-5	0	2	-5	-14
O=[N+]([O-])c1ccc(OCCO)nc1	4	.	9	3	-0.5	0	-3	1	-6	8
Cc1ccc(-n2nnc3c(=O)n(CC(=O)N4CCOCC4)cnc32)cc1	1	109	2	10	-1.8	-3	-1	0	3	2
CC(C)(C)c1cc(NC(=O)C2CCCO2)no1 (configuration not stated)	1	102	8	0	-0.1	5	0	-1	8	-7
COc1ccc2c(COC(=O)[C@@H]3CCCN3S(=O)(=O)c3ccc(Cl)cc3)cc(=O)oc2c1	12	104	4	-5	1.0	-5	4	0	13	-11
N#Cc1c(-c2ccc(F)cc2)cc(C2CC2)nc1SCC(=O)c1cccs1	0	105	-6	-20	3.9	-6	-1	-1	-8	2
COc1cc(C(=O)N2CCN(S(=O)(=O)c3ccc(Cl)cc3)CC2)ccc1OCC(=O)N1CCOCC1	0	.	-1	6	-1.4	-4	3	1	0	-7
OCC1CCCC(n2cnc3c(=S)nc[nH]c32)O1 (configuration not stated)	-1	87	10	15	-2.8	-2	1	-1	5	-2
CCOC(=O)N1CCC(NC(=O)C2CCCN2C(=O)OCc2ccccc2)CC1 (configuration not stated)	3	98	-6	10	-2.5	0	7	-6	-1	-17
O=C(NCc1ccccc1)C1CCCN(S(=O)(=O)c2cccnc2)C1 (configuration not stated)	4	105	10	-7	1.4	2	-2	-1	10	5
CN(CC(=O)NC1CCCc2ccccc21)S(=O)(=O)c1ccc2c(c1)c(=O)n(C)c(=O)n2C (configuration not stated)	0	105	-5	13	-2.2	4	1	-1	-9	-4
Cc1ccc2c(c1)=C(c1ccccc1)N(O)CC(=O)N=2	4	115	-2	6	-1.3	-1	2	0	13	-6
Cc1cccn2c(=O)c(/C=C(\C#N)S(=O)(=O)c3ccccc3)c(Oc3ccc(Cl)cc3)nc12	-2	121	0	12	-2.1	-7	1	0	-15	8
CC(=O)c1ccccc1OCCOCCOc1ccccc1C(C)=O	-3	113	-3	8	-1.4	5	3	-2	-2	-1
COc1ccc(N2CCN(C(=O)C(CCSC)N=C3NS(=O)(=O)c4ccccc43)CC2)cc1 (configuration not stated)	1	99	-3	4	-0.8	0	6	2	2	-26
O=C(CN1CCCCC1)Nc1ccccc1	-2	108	1	-9	1.6	6	1	2	2	-18
CCn1c(C)nc2cc(C(=O)N/N=C(\C)c3ccc(OC)cc3O)ccc21	-1	95	-5	8	-1.7	-2	6	4	14	-15
CCCCN(CC)CCCNC(=O)c1cn(C)c(=O)c2c1c1ccccc1n2C	-2	.	5	20	-4.4	-4	0	0	-23	1
CC1=NN(C(=O)c2cccnc2)C(O)(C(F)(F)F)C1 (configuration not stated)	1	93	6	12	-2.5	-7	0	-1	3	0
O=C(CN1C(=O)NC2(CCCCCC2)C1=O)NCCc1ccccc1	-2	102	-11	13	-2.4	-3	0	1	-10	1
CC(C)N(C(=O)C[n+]1ccsc1N)c1ccccc1	-1	93	2	16	-3.1	-3	-1	1	-1	-16
CCOC(=O)C1CCN(C(=O)COc2ccc3c(C)cc(=O)oc3c2)CC1	1	106	-3	19	-3.7	0	0	1	21	0
Oc1ccccc1-c1n[nH]c(=S)n1Cc1ccco1	0	98	-4	8	-1.4	-6	-2	1	-3	5
CN(C)C(/C=C/Nc1ccccc1F)=C(C#N)C#N	-1	102	-10	13	-2.3	0	-3	1	-3	-8
O=C(Nc1cccc(Cl)c1)NC1CC2CCC(C1)N2Cc1ccco1 (configuration not stated)	-4	99	3	2	-0.5	-2	6	3	-25	-32
CCCCN(C)CCNS(=O)(=O)c1ccc2c(c1)n(C)c(=O)c(=O)n2C	18*	98	1	8	-1.3	-6	4	-1	19	-12
CCCn1c(=O)c2sccc2n2c(CCCC(=O)NCc3ccco3)nnc12	-1	91	-5	15	-2.9	-5	-1	0	-11	5
COc1ccc(OC)c(S(=O)(=O)Nc2ccc(CC(=O)O)cc2)c1	-3	92	-3	17	-3.3	-2	-1	-2	20	-4
COc1ncnc2c1ncn2CCCN[C@H](C)c1cccc2ccccc12	2	110	-9	.	.	-4	.	4	.	.
CC(C)c1ccccc1OCCNC(=O)c1cncc(Br)c1	-2	99	-13	-7	1.6	0	2	-5	-3	-4
COc1ccc(CCNC(=O)c2ccncc2)cc1OC	-1	106	-1	13	-3.0	-2	-2	0	7	2
COc1ccc(-c2nn(-c3ccccc3)cc2/C=N/NC(=O)c2cccc(S(=O)(=O)Nc3ccccc3OC)c2)cc1	3	83*	-13	-1	0.3	7	-6	-1	4	21
Cc1cc(C)nc(SCc2cn3cc(Cl)ccc3n2)n1	3	103	7	-3	0.6	-3	0	1	32	-18
O=C(NCCNC(=O)c1ccccn1)c1ccc(Cl)cc1	5	.	-12	0	0.0	-6	1	2	6	-2
O=c1[nH]c(=O)c2[nH]c(=S)[nH]c2[nH]1	11	67	-15	-12	2.3	-1	5	1	-13	-19
O=C(Nc1ccc(F)cc1F)c1ccccc1NC(=O)C1CC=CCC1C(=O)O (configuration not stated)	3	.	-15	17	-3.0	1	2	-2	38	-9
Cc1cc(-c2csc(NC(=O)c3cccc(S(=O)(=O)N(C)C)c3)n2)c(C)n1-c1ccccc1	-4	117	-7	10	-1.8	-2	3	-1	-15	-12
CCC(C)c1ccc(NS(=O)(=O)c2c(C)[nH]c(=O)[nH]c2=O)cc1 (configuration not stated)	2	94	8	9	-1.8	-2	3	3	-2	-13
CCC(=O)N1CCc2cc(-c3csc(NC(=O)c4ccco4)n3)ccc21	1	99	-9	4	-0.8	0	-3	1	8	20
CN(C)C(=S)N=c1ssc(=S)n1Cc1cccnc1	1	.	-6	32	-6.5	-1	-1	-3	-12	5
CCc1sc(C(=O)Nc2cccnc2)cc1Br	-1	.	9	-3	0.5	0	1	2	10	-8

Two entries drawn at random from those above, as already listed:
SMILES	V-ATPase pH	DSG3 Ab inh	PKA-R2B activ	OPRM1-OPRD1 inv	OPRM1-OPRD1 ag	PKA-R1A activ	HTR5A ag ctr	DAGLB inhibitor	Arrestin-AP2 inh	HTR5A inv ag
COc1ccc(-c2nn(-c3ccccc3)cc2/C=N/NC(=O)c2cccc(S(=O)(=O)Nc3ccccc3OC)c2)cc1	3	83*	-13	-1	0.3	7	-6	-1	4	21
CC(C)c1ccccc1OCCNC(=O)c1cncc(Br)c1	-2	99	-13	-7	1.6	0	2	-5	-3	-4

New compounds follow
SMILES	V-ATPase pH	DSG3 Ab inh	PKA-R2B activ	OPRM1-OPRD1 inv	OPRM1-OPRD1 ag	PKA-R1A activ	HTR5A ag ctr	DAGLB inhibitor	Arrestin-AP2 inh	HTR5A inv ag
CC(=O)c1cccc(NC(=O)CN2CCN(S(=O)(=O)/C=C/c3ccccc3)CC2)c1	-1	103	-6	3	-0.7	4	2	1	6	-3
CCOC(=O)c1cnc2cc(-c3ccc(Br)cc3)nn2c1C	-1	106	-3	6	-1.1	2	2	-2	-8	7
CCOC(=O)N1CCN(C(=O)COc2ccc3c(c2)C(=O)CC2(CCN(C(C)=O)CC2)O3)CC1	3	94	2	-5	1.0	4	2	0	21	9
O=C(CCCN1C(=O)c2ccccc2C1=O)N1CCc2ccccc2C1	4	100	0	8	-1.8	3	-2	0	10	5
O=[N+]([O-])c1cc([N+](=O)[O-])c(Oc2c(F)cccc2F)cc1NN1CCCCC1	-1	104	5	6	-0.9	-4	-5	2	30	-15
Cc1ccc(Nc2nc3ccccc3[nH]2)nc1	-3	100	6	14	-2.5	-4	-2	0	26	1
COc1ccc(/C=N/NC(=O)c2ccc(Br)cc2)cc1CN1CCOCC1	2	108	1	-20	4.0	10	2	-2	20	-18
Cc1ccc(S(=O)(=O)NCCC(=O)Nc2ccc(Cl)c(Cl)c2)cc1C	-7	91	-12	-25	4.1	-13	5	0	1	-9
Cc1ccc(-c2nnc(Nc3ccc(CC(N)=O)cc3)c3ccccc23)cc1S(=O)(=O)NCC1CCCO1 (configuration not stated)	-3	99	-12	11	-2.0	10	-3	4	26	9
CC(C)n1c(O)c(N=Nc2ccc(Cl)c(C(=O)O)c2)c2ccccc21	-1	89	6	26	-5.1	0	-2	13	-6	-15
COc1cccc(NS(=O)(=O)CC23CCC(CC2=O)C3(C)C)c1 (configuration not stated)	0	88	-3	3	-0.5	-7	1	-2	9	-28
N/C(=N\OC(=O)c1ccc(Cl)cc1Cl)c1ccccc1	-1	104	5	-18	3.4	9	0	-10	0	0
COC(=O)c1sccc1NC(=O)C1CC2CCC1C2 (configuration not stated)	7	109	-3	-12	2.2	-2	3	-9	23	-4
CC(C)C[C@@H](COc1ccccc1)N1CCN(C)CCC1=O	1	103	-10	0	-0.1	-3	-1	1	2	3
COc1ccc(/C=C(\C#N)C(=O)OCC(=O)Nc2c(C)cccc2C(C)C)cc1	0	105	4	17	-3.3	6	-5	1	22	-2
CCN(CC)c1ccc(NC(=O)c2ccccc2Br)cc1S(=O)(=O)Nc1ccccc1OC	4	92	-9	4	-0.8	-6	3	-3	-2	13
CC1O[C@@H](OC2C(COC3OC(CO)C(O)[C@H](O)C3O)OC(OC3CC[C@]4(C)C(CC[C@@]5(C)[C@@H]4CC=C4[C@@H]6CC(C)(C)CC[C@]6(CO)C(O)C[C@]45C)C3(C)C)C(O)C2O)C(O)C(O)C1O (some centres not stated)	-1	92	-10	11	-2.0	0	10	-6	-8	-29
Cc1ccc(N2C(=O)c3n[nH]c(C)c3C2c2ccccn2)cc1 (configuration not stated)	-1	105	-2	4	-0.7	-8	2	1	6	18
COc1ccc2c(c1)-c1c(ssc1=S)C(C)(C)N2S(=O)(=O)c1ccc(C)cc1	-1	100	-2	20	-3.7	-3	-5	23	0	0
CC(C)NC(=O)c1ccc(CONC(=O)OCc2ccccc2)cc1	4	101	2	.	.	1	.	-3	.	.
COc1ccc(/C=C(\NC(=O)c2ccc(OC)c(OC)c2)C(=O)NCCc2c[nH]c3ccccc23)cc1	1	107	-3	16	-2.6	7	7	-4	16	-20
COc1ccc(NC(=S)NCCc2ccc(S(N)(=O)=O)cc2)c(OC)c1	-2	101	-3	-3	0.6	0	-2	2	2	6
NC(=O)C1CCN(C(=O)CCC(=O)c2cccs2)CC1	0	134	-3	15	-2.9	-3	3	0	4	-13
COc1ccc(CC(=O)OCC(=O)NC2CCCCCC2)cc1OC	-2	102	0	6	-1.0	4	-10	-3	-9	27
C=CCn1c(-c2ccc(OC)cc2)csc1=Nc1c(C)n(C)n(-c2ccccc2)c1=O	-1	85	-10	9	-1.8	2	-3	0	-5	9
